CHOP UPR activ = apoptotic UPR (CHOP) activation | CHO-CHOP luciferase reporter, luminescence; percent of tunicamycin response over DMSO baseline | activation, % at 10 µM | actives 0.34% (n = 330,000) | AID 449763;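 active means at 10 µM dose, activation of 40% or more, normalized to positive control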;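 further: 100% = tunicamycin at 10 µg/mL and 0% = DMSO alone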
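System: CHO-CHOP luciferase reporter cell line | Buffer or medium: F12 medium containing 10% fetal bovine serum | Doses: One dose, 10 µM in 0.5% DMSO | Times: 6 h compound exposure at 37 °C after overnight seeding | Signal: Luciferase luminescence | Read-out: % activation vs tunicamycin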
Jurkat NFkB inh = lowers PMA/ionomycin-induced NF-kB signal in Jurkat cells | inhibition, % at 4 µM | actives 0.53% (n = 330,000) | PMA/ionomycin-induced NF-kB luciferase reporter, luminescence; in the data active means inhibition above about 50%
Gli-Sufu block = blocks Gli-Sufu signaling in a luciferase reporter; Sufu-KO-LIGHT fibroblasts, Gli luciferase reporter luminescence; inhibition, % at 5 µM; actives 0.74% (n = 340,000); AID 588413;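 active means inhibition above about 55%, limit read from the data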;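 further: 0% = DMSO-treated cells and 100% = wells with medium but no cells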
EBI2 antag = EBI2 (human) antagonism | actives 0.81% (n = 360,000) | EBI2 beta-arrestin recruitment, luminescence, 7a,25-OHC stimulated | P32249 | AID 651636 | inhibition, % at 5 µM; in the data active means inhibition above about 38%;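 further: enzyme fragment complementation signal reports receptor beta-arrestin coupling in cells; 0% = agonist plus DMSO wells and 100% = wells without agonist; some results beyond the cut were filed as inactive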
Target sequence (P32249 whole entry, looked up, the tested form may be a part): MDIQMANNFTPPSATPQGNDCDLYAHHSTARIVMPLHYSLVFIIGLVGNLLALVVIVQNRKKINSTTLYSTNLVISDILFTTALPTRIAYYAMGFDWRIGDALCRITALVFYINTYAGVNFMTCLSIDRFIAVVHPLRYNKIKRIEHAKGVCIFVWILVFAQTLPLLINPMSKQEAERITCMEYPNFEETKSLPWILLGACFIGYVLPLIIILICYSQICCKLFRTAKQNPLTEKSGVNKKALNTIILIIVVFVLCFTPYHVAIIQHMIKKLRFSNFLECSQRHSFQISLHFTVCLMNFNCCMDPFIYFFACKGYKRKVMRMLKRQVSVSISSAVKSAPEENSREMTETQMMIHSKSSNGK
Mdm2-MdmX inh = disrupts the human Mdm2-MdmX interaction | SaOS-2 split-luciferase Mdm2/MdmX complementation, luminescence | inhibition, % at 8 µM | actives 3% (n = 330,000) | AID 485346;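 active means inhibition of at least 50% at 8 µM in the primary screen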
697 NFkB inh = lowers PMA/ionomycin-induced NF-kB signal in 697 B cells. AID 435022. actives 0.33% (n = 330,000). 697 B-cell NF-kB luciferase reporter, 16 h. inhibition, % at 4 µM; in the data active means inhibition above about 35%
CCR6 antag = CCR6 (human) receptor antagonism; inhibition, % at 20 µM; CHO-K1 CCR6 PathHunter beta-arrestin, luminescence, CCL20-stimulated; actives 0.49% (n = 340,000); P51684;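 active means compounds whose inhibition of the agonist-driven luminescence signal at 20 µM reaches about 50%, limit read from the data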;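 further: cells stimulated with CCL20 at 14 nM final; plate controls were DMSO with CCL20 for no effect and DMSO without agonist for full effect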
XBP1 UPR activ = activators of adaptive arm of unfolded protein response (XBP1) | actives 0.33% (n = 330,000) | CHO-XBP1 luciferase reporter, IRE1-XBP1 UPR activation, luminescence; percent of tunicamycin response, DMSO as zero | activation, % at 20 µM;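 active means versus positive control, 20 µM dose yields 30% or more activation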;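 further: 100% = tunicamycin at 10 µg/mL and 0% = DMSO only wells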
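Material: CHO cell line with stable XBP1 luciferase reporter; buffer or medium: F12 medium containing 10% fetal bovine serum; compound: single point, 20 µM final compound, 1% DMSO; incubation: 6 h treatment, 37 °C; measured by: glow luminescence from Steady-Glo reagent; evaluation: activation, % of tunicamycin; control set: tunicamycin high, DMSO low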
CXCR6 inh = CXCR6 (human) receptor inhibition; actives 0.36% (n = 360,000); inhibition, % at 20 µM; O00574; CHO-K1 PathHunter CXCR6 beta-arrestin, luminescence; in the data active means inhibition above about 34%, passing the limit was not always enough;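 further: antagonist mode with CXCL16 agonist at 10 nM final; 0% = 10 nM CXCL16 with DMSO and 100% = unstimulated wells without agonist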
Target sequence (O00574 whole entry, looked up): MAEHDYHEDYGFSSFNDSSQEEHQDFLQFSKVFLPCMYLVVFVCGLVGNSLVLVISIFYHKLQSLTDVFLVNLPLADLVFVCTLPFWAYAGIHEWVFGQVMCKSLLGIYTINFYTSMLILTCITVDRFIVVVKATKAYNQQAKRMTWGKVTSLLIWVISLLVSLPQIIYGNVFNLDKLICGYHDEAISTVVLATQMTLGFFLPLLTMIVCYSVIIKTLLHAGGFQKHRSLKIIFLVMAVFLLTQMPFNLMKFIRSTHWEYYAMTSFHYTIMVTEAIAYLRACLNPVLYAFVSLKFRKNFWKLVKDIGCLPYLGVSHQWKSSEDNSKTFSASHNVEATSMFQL
* hit, by the source's call; · = no result given.

SMILES | CHOP UPR activ | Jurkat NFkB inh | Gli-Sufu block | EBI2 antag | Mdm2-MdmX inh | 697 NFkB inh | CCR6 antag | XBP1 UPR activ | CXCR6 inh
COc1ccc(NC(=O)c2cc(S(=O)(=O)N3CCOCC3)cn2C)c(OC)c1 | 1.2 | 1.4 | 3.8 | 5.2 | -9.5 | 7.0 | 1.4 | 3.4 | 4.9
COc1cc(C)nc(N2CCCC(C(=O)NCC(C)C)C2)n1 (stereo unspecified) | 1.7 | 7.2 | -0.9 | -7.3 | 23.7 | 4.1 | -9.8 | -1.1 | -3.2
Cc1cccn2c(=O)c(C(=O)NC3CC(C)CC(C)(C)C3)c(O)nc12 (stereo unspecified) | -0.3 | -2.8 | 14.2 | 2.4 | -10.9 | -14.2 | 5.9 | 0.0 | 0.1
O=C(NCCO)c1cccc(Cl)c1 | -1.7 | 6.8 | 5.0 | 0.9 | -9.1 | 2.8 | -3.9 | -0.4 | -0.8
COc1cc(C(=O)NNC(=O)c2cccn2C)cc(OC)c1OC | 1.2 | 6.6 | -8.4 | 2.1 | -18.3 | 15.5 | 5.7 | -0.9 | 0.5
Cc1nn(C)c(C)c1NS(=O)(=O)c1cccc(Br)c1 | 2.4 | -5.0 | -1.8 | -12.6 | 19.4 | -49.0 | 11.0 | -1.1 | 2.3
Cc1ccccc1S(=O)(=O)NNC(=O)C(=O)NNc1ccccn1 | -2.0 | -8.5 | -0.6 | -11.7 | -4.0 | 7.3 | 15.4 | 0.4 | -19.4
COc1ccc(S(=O)(=O)N2CCC(C(=O)NCCC(=O)Nc3cccc(OC)c3)CC2)cc1 | 1.2 | 14.1 | -2.5 | 13.3 | -2.1 | 10.6 | 11.3 | -2.8 | -5.6
CCOC(=O)N1CCN(S(=O)(=O)c2cc(OCC(=O)NC3CCCCC3)c(C)cc2Cl)CC1 | 2.4 | 7.1 | 38.1 | 8.7 | -18.1 | -8.2 | 29.6 | 2.3 | 4.7
CCc1sc(C(=O)Nc2cccnc2)cc1Br | 7.4 | -34.0 | -28.0 | -4.1 | -6.3 | 11.3 | -6.0 | -1.0 | -1.9
Cc1nn(C)c(-c2n[nH]c(=S)n2-c2ccccc2)c1Cl | 2.6 | -1.0 | -3.2 | -14.6 | 12.6 | -21.6 | -11.8 | 1.3 | -3.9
COc1ccc(NC(=O)c2ccccc2NS(=O)(=O)c2ccc(C)cc2)c([N+](=O)[O-])c1 | 4.1 | 0.6 | 10.1 | -1.7 | 17.4 | 8.3 | 17.1 | -3.0 | 7.2
CC(=O)SC(C)CC(=O)Nc1ccccc1 (stereo unspecified) | -0.8 | -1.9 | 11.9 | 5.3 | 9.1 | 20.9 | 9.5 | -1.4 | 3.2
CCN1CCN(CC(O)COCC2COc3ccccc3O2)CC1 (stereo unspecified) | -0.3 | 3.2 | 6.2 | -7.8 | 8.8 | 12.4 | 8.3 | 0.9 | -3.5
CCOc1cc(C2NC(=O)N(C)C(C)=C2C(=O)OC)cc(Br)c1O (stereo unspecified) | -0.7 | -13.1 | 6.9 | -5.1 | 9.0 | -8.4 | -8.8 | 0.7 | -8.6
O=C(c1ccco1)N1CCN(C(=O)c2ccc(CS(=O)c3ccc(Cl)cc3)o2)CC1 (stereo unspecified) | 1.2 | 14.6 | -4.3 | -8.9 | -6.8 | 10.2 | 14.1 | -3.7 | -0.2
Cc1ccc(NC(=O)CCc2c(C)nn(-c3ccc(N4CCCCC4)nn3)c2C)cc1F | 9.9 | -83.7 | -40.8 | 5.7 | -90.9 | -142.8 | -4.6 | 3.3 | 9.3
COc1ccc(-c2csc(NC(=O)CSc3nc(SC)ns3)n2)cc1 | 2.6 | -6.1 | -35.7 | 3.3 | -26.9 | -49.4 | 9.1 | -0.8 | -11.6
Cc1ccc(CN(Cc2cc3cccc(C)c3[nH]c2=O)C(=O)N(C)C)cc1 | -0.7 | 0.8 | -1.0 | -11.7 | 8.1 | -17.8 | 15.2 | -3.0 | -8.0
COc1ccccc1NS(=O)(=O)c1cc(NC(=O)c2cccnc2)ccc1N1CCCCC1 | 1.1 | 2.2 | 10.1 | 6.4 | 28.8 | -17.3 | 13.9 | 3.3 | 10.8
Cc1cc(C)c(C#N)c(SCc2c(F)cccc2[N+](=O)[O-])n1 | -0.7 | -2.1 | 12.1 | 4.9 | 5.2 | 14.5 | 8.5 | -0.9 | -3.5
COc1cccc(N/C(SC)=C(/C#N)C(N)=O)c1 | 0.3 | 10.2 | 3.8 | 6.2 | 18.5 | 12.6 | 4.0 | 0.9 | 5.0
Cc1cc(C(=O)O)ccc1NCc1ccncc1 | -0.7 | 2.8 | -13.8 | -4.5 | 1.4 | 18.7 | -2.3 | -3.0 | -9.0
CC(=O)Nc1ccc(CN2CCCC(CCC(=O)NCc3ccccc3F)C2)cc1 (stereo unspecified) | 0.5 | -8.2 | 16.0 | 0.7 | -20.2 | 8.9 | -2.3 | 5.3 | -3.5
Cn1cc(C(=O)N/N=C/c2cccc(O)c2)ccc1=O | -1.1 | -2.3 | 2.0 | 2.3 | 19.8 | 10.2 | -3.4 | 1.5 | -3.1
COC(=O)c1ccccc1NC(=O)Cc1nc(-c2ccccc2)sc1-c1ccc(C)cc1 | 0.1 | -4.2 | -0.2 | 15.7 | -29.9 | 5.2 | -4.2 | -2.4 | 1.8
CCOC(=O)CN1C(=O)S/C(=C/c2ccc3c(c2)n(C)c(=O)n3C)C1=O | 4.2 | -2.3 | 0.6 | -7.4 | 18.8 | 10.4 | 12.3 | 7.2 | -2.5
O=S(=O)(Nc1ccc(-n2cnnn2)cc1)c1ccc(Cl)cc1 | -0.1 | 8.9 | -3.3 | -11.5 | -13.5 | 11.2 | -0.9 | -2.8 | -0.4
CCN(CC(=O)Nc1c(F)cccc1F)C(=O)C1CCN(S(=O)(=O)c2ccc(C)c(C)c2)CC1 | -0.5 | 15.6 | 8.2 | -2.8 | 18.1 | 8.2 | 11.1 | -4.5 | 5.5
CCOc1ccc(-n2c(SCC(=O)c3c(N)n(C)c(=O)n(C)c3=O)nnc2-c2cccnc2)cc1 | 4.7 | 6.2 | -4.5 | -5.1 | -3.7 | 0.0 | -0.3 | -0.1 | -5.0
CN(C)CCCNC1=CC(=O)CC(c2ccccc2)C1 (stereo unspecified) | -0.3 | -10.3 | 0.9 | 3.0 | -5.5 | 4.7 | -8.7 | -2.7 | 1.3
O=C(Nc1nccs1)c1cc(S(=O)(=O)N2CCOCC2)ccc1Cl | 0.3 | 10.5 | 7.3 | -10.7 | -46.1 | -6.9 | -19.1 | 0.8 | -2.5
O=C(COc1ccc(S(=O)(=O)N2CCOCC2)cc1Cl)NCC1CCCO1 (stereo unspecified) | -0.7 | -1.4 | 30.9 | 11.8 | 6.9 | 20.5 | -7.0 | -1.8 | 3.6
CC(Cc1cccs1)NC(=O)NC1CCCCC1 (stereo unspecified) | 3.3 | -52.7 | -56.1 | -7.5 | -5.9 | -31.5 | 0.4 | -2.0 | -1.4
O=C(Nc1cc(C(F)(F)F)ccc1N1CCCCC1)c1cccc([N+](=O)[O-])c1 | 1.1 | -9.2 | -6.3 | 11.8 | 25.4 | -15.1 | 9.2 | -0.8 | 0.6
CN(Cc1ccccc1)S(=O)(=O)c1cccc(C(=O)O)c1 | -0.3 | -6.9 | -1.0 | 3.5 | -0.2 | 7.3 | 5.5 | 0.2 | -0.2
O=C(N/N=C\C=C\c1ccc2c(c1)OCO2)c1ccc(F)cc1 | 1.7 | 13.8 | -8.5 | 0.3 | -44.3 | 4.0 | 4.2 | 4.1 | 3.4
Cc1ccc(NC(=O)c2csc3c2CCCC3)cc1 | 5.7 | -159.6 | -0.5 | 1.3 | -165.3 | -135.7 | 5.0 | 5.2 | -0.7
Cc1ccc(C(=O)OCC(=O)Nc2ccccc2Sc2ccccc2)cc1C | 0.9 | 2.7 | 0.8 | -8.1 | 1.6 | -17.8 | 10.8 | -2.1 | -4.3
CC1S/C(=C(\C#N)C(=O)NCc2ccco2)N(Cc2ccco2)C1=O (stereo unspecified) | -1.1 | 17.6 | -5.1 | -0.4 | 13.7 | 10.2 | 10.9 | 1.4 | 10.1
CN(C)C(=O)CCc1ccc2c3c([nH]c2c1)[C@]1(C)[C@@H](C(=O)N2CCCCC2)C[C@H](CC(=O)NCCc2ccccn2)C(=O)N1CC3 | 2.6 | · | 4.1 | -3.3 | 18.8 | 4.5 | 18.4 | 2.7 | -0.9
COc1ccc(N(C(=O)Cn2nnc(-c3ccc(Cl)cc3)n2)C(C(=O)NCC2CCCO2)c2ccc(C)cc2)cc1 (stereo unspecified) | 5.4 | -0.9 | 12.0 | 61.3* | 43.9 | 21.3 | -0.3 | 3.4 | -5.9
Cc1ccc(/C(O)=C2/C(=O)C(=O)N(CCCn3ccnc3)C2c2ccccn2)cc1 (stereo unspecified) | 0.9 | -18.3 | · | · | -6.1 | -30.8 | · | -1.8 | ·
COc1ccc(-c2ccnc(-c3ccncc3)n2)cc1 | 2.7 | 44.9 | -6.0 | 14.9 | 37.5 | -45.5 | -0.6 | 3.9 | -7.5
CN(C(=O)COC(=O)c1ccc2c(c1)OCO2)C1CCS(=O)(=O)C1 (stereo unspecified) | -2.1 | 4.7 | 4.5 | 6.0 | -2.2 | 19.1 | -12.9 | 7.3 | -10.5
Cc1cc(C)nc(N/N=C/c2ccccc2OCc2ccc(Br)cc2)n1 | 7.8 | -22.8 | 7.8 | -6.0 | -28.8 | -16.4 | -1.4 | 1.3 | 3.1
N#CC1=C(N)Oc2n[nH]c(-c3cccs3)c2C1c1ccco1 (stereo unspecified) | -1.1 | 20.9 | 8.2 | -22.7 | 26.4 | 21.2 | 13.1 | 0.5 | -1.7
O=C(NC1CCCCC1)Oc1cc2oc(=O)sc2cc1Br | 6.1 | 1.1 | 4.3 | -4.1 | -9.9 | -45.3 | 18.2 | -4.7 | 0.4
Cc1ccc(NC(=O)c2cnn(-c3ccccc3)c2C)cc1 | 0.1 | -153.4 | -100.2 | 1.0 | -89.2 | -263.9 | 14.2 | -8.6 | 0.5
CN=c1scc(-c2ccc(OC)cc2)n1/N=C(\C)c1cccnc1 | 2.0 | -25.4 | -1.6 | 11.0 | 11.1 | -104.3 | 10.3 | -3.3 | 31.5

Screening results as filed in PubChem BioAssay.
